# Compound activity: PubChem, National Center for Advancing Translational Sciences (NCATS)
# TrxR1 substrate = substrates of rat thioredoxin reductase 1; O89049; purified TrxR1 substrate turnover, NADPH consumption readout; Potency, µM (highest dose often 114 µM), without a hit: at the highest dose activity change, negative = substrate turnover; 390,000 tested, 0.01% active; AID 588456; also: % is scaled to controls: 0 for no effect and ±100 for the full control effect; nearly all actives have a fitted effect of over 50% in size
#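 Rat TrxR1, dispensed at 90 nM, was prereduced with 400 uM NADPH (final) for 5 min at ~22 deg C, then incubated with compound 15 min before 400 uM selenite. A first-read NADPH fluorescence drop versus no-compound background flagged substrates.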
# Vif-APOBEC3F blk = blocks the Vif interaction with APOBEC3F; HeLa A3F-eYFP + Vif (tagged APOBEC3F with the HIV-1 protein that degrades it), YFP fluorescence increase; Potency, µM (titrated, usually from 46.1 µM), for the others: at the top dose activity, negative = active; 390,000 tested, 0.2% active; AID 602313; also: % of control where 0% means no effect; nearly all actives have a fitted effect of over 65% in size
#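 HeLa cells stably expressing Vif plus C-terminally eYFP-tagged A3F were seeded, incubated overnight at 37 deg C, dosed with compound, incubated overnight again at 37 deg C. Yellow fluorescence (Ex 488/Em 500-530) reported blocked Vif-mediated A3F-eYFP degradation.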
# RGS4 inh = inhibitors of human regulator of G protein signaling 4. Transcreener GDP fluorescence polarization, RGS4-accelerated GTP hydrolysis. Potency, µM (series often up to 114 µM), without a hit: top-dose activity change, negative = inhibition, usual class: inhibitors. 390,000 tested, 0.039% active. AID 504845; also: % is scaled to controls: 0 for no effect and ±100 for the full control effect; nearly all actives have a fitted effect of over 75% in size; some results filed as inactive show a strong effect at the top dose
#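 MLSMR compounds (23 nl, pin-transferred) preincubated 10 min at room temperature with a 500nM (2x) first reagent, then RGS4 at 900nM (2x) plus Transcreener GDP mix added; fluorescence polarization (620/688 nm) read before and after 90 min at 30 °C.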
# USP1-UAF1 inh = inhibitors of human USP1/UAF1 deubiquitinase; 390,000 tested, 0.23% active; AID 743255; O94782; Potency, µM (titrated, usually from 57.1 µM), for the others: at the highest dose activity change, negative = inhibition, most hits filed as inhibitors; recombinant USP1/UAF1, Ub-Rhodamine cleavage fluorescence; also: % is scaled to controls: 0 for no effect and ±100 for the full control effect; nearly all actives have a fitted effect of over 60% in size; inactives centre near -12
#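 Step one: compound is pinned into 1nM USP1/UAF1 in HEPES pH 7.8 buffer with TCEP. Step two: 15 min room-temperature incubation. Step three: Ub-Rho (150nM final) starts cleavage, tracked by fluorescence over six one-minute reads.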
# Vif-APOBEC3G blk = Vif-A3G binding inhibition. 410,000 tested, 0.076% active. HeLa A3G-eYFP + Vif (tagged APOBEC3G with the HIV-1 protein that degrades it), YFP fluorescence, overnight. Potency, µM (highest dose often 46.1 µM), inactives show at the highest dose activity, negative = active, most hits filed as inhibitors;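 also: % is scaled to controls: 0 for no effect and ±100 for the full control effect; nearly all actives have a fitted effect of over 60% in size; hits raise eYFP signal because A3G escapes Vif-driven loss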
# Target sequence (Q9HC16 whole entry, looked up): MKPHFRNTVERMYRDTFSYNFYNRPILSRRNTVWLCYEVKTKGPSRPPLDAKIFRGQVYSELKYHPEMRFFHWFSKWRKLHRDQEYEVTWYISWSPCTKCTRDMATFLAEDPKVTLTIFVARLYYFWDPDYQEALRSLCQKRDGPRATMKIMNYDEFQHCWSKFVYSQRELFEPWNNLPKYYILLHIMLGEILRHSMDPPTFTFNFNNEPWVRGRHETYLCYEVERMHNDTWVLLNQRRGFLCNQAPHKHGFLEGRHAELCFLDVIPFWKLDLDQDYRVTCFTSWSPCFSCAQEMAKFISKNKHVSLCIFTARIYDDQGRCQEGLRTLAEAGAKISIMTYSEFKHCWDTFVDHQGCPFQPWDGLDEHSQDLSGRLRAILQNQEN
#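 Read-out is eYFP fluorescence (Ex 488/Em 500-530) from Vif-expressing HeLa A3G-eYFP cells; more signal means A3G escaped Vif-mediated degradation. Cells plated overnight, compound pinned in, incubated overnight at 37 deg C.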
# 12-LOX inh = inhibitors of human 12S-lipoxygenase ALOX12 | P18054 | purified 12hLO, xylenol orange hydroperoxide absorbance | Potency, µM (highest dose often 108 µM), for inactives: top-dose activity change, negative = inhibition, usual class: inhibitors | 580,000 tested, 1.1% active | AID 1671190; also: % is scaled to controls: 0 for no effect and ±100 for the full control effect
# Target sequence (P18054 whole entry, looked up): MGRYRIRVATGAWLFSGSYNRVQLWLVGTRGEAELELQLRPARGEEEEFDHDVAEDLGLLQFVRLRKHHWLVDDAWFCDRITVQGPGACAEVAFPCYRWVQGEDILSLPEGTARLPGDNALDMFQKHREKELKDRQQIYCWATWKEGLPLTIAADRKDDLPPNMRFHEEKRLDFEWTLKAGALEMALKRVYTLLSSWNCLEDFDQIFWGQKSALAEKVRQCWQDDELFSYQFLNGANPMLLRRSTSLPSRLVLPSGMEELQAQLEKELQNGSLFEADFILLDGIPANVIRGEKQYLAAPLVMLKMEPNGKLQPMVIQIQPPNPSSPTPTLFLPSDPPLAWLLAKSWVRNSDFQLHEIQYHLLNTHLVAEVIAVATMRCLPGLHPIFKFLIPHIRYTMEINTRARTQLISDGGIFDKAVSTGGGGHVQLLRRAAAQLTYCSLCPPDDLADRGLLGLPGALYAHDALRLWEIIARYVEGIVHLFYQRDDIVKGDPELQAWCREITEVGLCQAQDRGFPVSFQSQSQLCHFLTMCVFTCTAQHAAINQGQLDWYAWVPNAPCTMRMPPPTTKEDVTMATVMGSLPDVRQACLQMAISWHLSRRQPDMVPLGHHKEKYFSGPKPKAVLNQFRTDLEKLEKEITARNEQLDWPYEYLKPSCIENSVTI
#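 Purified human 12hLO (150 nM final) in 25 mM Hepes, 0.01% Triton X-100, pH 7.0 was preincubated 15 min at room temperature with compound. Then 40 uM arachidonic acid was added, 30 min. Hydroperoxide was read by Fe-XO absorbance ratio 573/405 nm.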
# RXFP1 agonist = activates the human relaxin receptor RXFP1; HEK293T-RXFP1 cAMP TR-FRET, 30 min; response scale: percent of porcine relaxin response, buffer zero; Potency, µM (titrated, usually from 57.5 µM), without a hit: at the top dose activation, hits mostly activators; 370,000 tested, 0.3% active; AID 2676; also: % is scaled to controls: 0 for no effect and ±100 for the full control effect; nearly all actives have a fitted effect of over 60% in size; many of its hits are not listed in these tables
#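 Agonist response is measured as cAMP accumulation in an RXFP1-transfected HEK293T line under PDE4 inhibition. Values are scaled between buffer-only and 29 nM porcine relaxin, and EC50s come from standard Hill equation fits.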
# rTrxR1 inhibitor = inhibitors of rat thioredoxin reductase 1. O89049. Potency, µM (highest dose often 114 µM), without a hit: top-dose activity change, negative = inhibition, most hits filed as inhibitors. 390,000 tested, 1% active. recombinant rTrxR1, NADPH fluorescence consumption, selenite substrate; also: % is scaled to controls: 0 for no effect and ±100 for the full control effect; nearly all actives have a fitted effect of over 65% in size
#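 Rat TrxR1 (90 nM in the dispensed reagent) was pre-reduced with 400 uM NADPH for 5 min at room temperature, then incubated with compound for 15 min. After 400 uM selenite was added, NADPH fluorescence (Ex 340/Em 450 nm) was followed for 8 min.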
# IDH1 R132H inh = inhibitors of human mutant IDH1 R132H; 390,000 tested, 0.093% active; AID 602179; IDH1-R132H enzyme, NADPH consumption, diaphorase/resazurin fluorescence; Potency, µM (series often up to 76.6 µM), inactives show top-dose activity change, negative = inhibition, actives largely listed as inhibitors; also: % is scaled to controls: 0 for no effect and ±100 for the full control effect; nearly all actives have a fitted effect of over 65% in size
#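 IDH1-R132H (0.5 ug/mL dispensed) in pH 7.5 Tris buffer was preincubated 30 min with compound, then given a substrate mix of 0.016 mM NADPH and 2 mM alpha-KG for 80 min at room temperature; remaining NADPH was read by diaphorase/resazurin fluorescence.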
# * = called active by the depositor; ? = inconclusive; . = not tested or not shown; & = joins results of further samples; [ ] = another dose, or the depositor's remark. Calls follow the shape of the dose curve; as a rule, active = well fitted curve in the direction sought with a large enough effect; inconclusive = small, poorly fitted or top-dose-only effect, or another doubt; inactive = no such curve, though single readings can be large; an effect the other way counts as inactive or inconclusive. Potency is read from the fitted curve at half-maximal effect. Only part of the results is shown, so the mix of outcomes need not match the whole.
SMILES,TrxR1 substrate,Vif-APOBEC3F blk,RGS4 inh,USP1-UAF1 inh,Vif-APOBEC3G blk,12-LOX inh,RXFP1 agonist,rTrxR1 inhibitor,IDH1 R132H inh
COc1ccccc1C(CNC(=O)c1cccc(NS(=O)(=O)c2ccc(C)c(F)c2)c1)N1CCCC1 (stereo not drawn),-1%,-8%,25%,-28%,-7%,0%,0.1%,10%[57.1 µM],3%
O=C(COC(=O)c1ccc2c(c1)OCCO2)Nc1ccccc1C(F)(F)F,.,-7%,.,-14%,0%,-6%,.,.,2%
CSc1ncc(Cl)c(C(=O)C(C#N)c2nc3c(C)cc(C)cc3c(=O)[nH]2)n1 (stereo not drawn),-4%,0%,-6%,?,1%,-21%[57.4 µM],0.0%,0%,12%
Cc1cc(N2CCN(c3ccc(F)cc3)CC2)n2nc(-c3ccc(Cl)cc3)nc2n1,3%,-1%,-5%,-13%,4%,-24%,5.1%,10%,11%
C[C@@H](C(=O)NC1CCN(Cc2ccccc2)CC1)N1C(=O)N2CCc3c([nH]c4ccccc34)[C@@]2(C)C1=O,-2%,6%,27%,16%,2%,-5%,-2.9%,4%,-11%
COc1ccc(N(C)S(=O)(=O)c2cccc(C(=O)OCC(=O)c3c(N)n(C)c(=O)n(C)c3=O)c2)cc1,-5%,0%,-13%,-19%,-3%,-6%,.,6%,5%
Cc1ccc(S(=O)(=O)N2CCOCC2)cc1NC(=O)COC(=O)c1cccnc1Cl,-2%[57.1 µM],3%,-15%,-16%,1%,0%,?,29%[57.1 µM],7%
CCOC(=O)c1cnc(-n2nc(C)cc2C)nc1NC(C)c1ccccc1 (stereo not drawn),2%,-19%,-17%,-13%,1%,?,-0.8%,4%,-8%
COc1ccc(NC(=O)CN(C)C(=O)c2cccc(S(=O)(=O)Nc3ccccc3Cl)c2)cc1,-8%,2%,15%,-7%,-1%,-14%,0.1%,-8%,8%
Cc1nc(C)c(-c2nnc(-c3ccc(C(C)(C)C)cc3)o2)cc1C(=O)NN,-1%,3%,-1%,-22%,2%,23%,-0.2%,-3%,13%
c1ccc(N2CCN(Cc3ccc4c(c3)OCO4)CC2)nc1,3%,-18%,3%,-13%,5%,?,.,29%,1%
CC1CC(NNC(=O)c2ccccc2)=Nc2ccccc2N1C (stereo not drawn),0%,-8%,-13%,-22%,-4%,-5%,2.0%,10%,-2%
C=C(C)Cn1c(N(CCO)Cc2ccccc2)nc2c1c(=O)[nH]c(=O)n2C,7%[57.1 µM],0%,11%,-14%,-2%,-4%,3.3%,9%[57.1 µM],-3%
Cc1ccc(C(=O)CCC(=O)N(C)CC(=O)Nc2c(Cl)cccc2Cl)cc1,3%,1%,-32%,-15%,3%,0%,3.2%,3%,6%
O=c1[nH]ncn2cccc12,-8%,.,-1%,-5%,-1%,-14%,-1.2%,-8%[2.29 µM],-1%
CCOc1ccc(NC(=O)CCn2c(=O)c3cccn3c3cccnc32)cc1,13%,1%,-13%,2%,-7%,-20%,6.4%,32%,0%
CN1CCC(CO)(Cc2ccccc2)CC1,6%,-19%,7%,-20%,-1%,0%,2.3%,30%,5%
CCc1csc(CNC(=O)C2CCC(=O)N(Cc3cccc(F)c3)C2)n1 (stereo not drawn),8%,9%,-3%,-18%,-1%,0%,-3.0%,16%,7%
O=C(Nc1cccc(-c2nc3cccnc3s2)c1)c1ccc(Cl)nc1,8%,8%,?,-26%,-5%,5%,0.0%,19%,-6%
CSc1nc(N(C)NC(=O)c2cccc(C)c2)c2ccccc2n1,3%[57.1 µM],-7%,-7%,-2%,-38%,287%[activator],5.8%,-11%[57.1 µM],-6%

# Continued; it opens with the 3 that closed the last part.
SMILES,TrxR1 substrate,Vif-APOBEC3F blk,RGS4 inh,USP1-UAF1 inh,Vif-APOBEC3G blk,12-LOX inh,RXFP1 agonist,rTrxR1 inhibitor,IDH1 R132H inh
CCc1csc(CNC(=O)C2CCC(=O)N(Cc3cccc(F)c3)C2)n1 (stereo not drawn),8%,9%,-3%,-18%,-1%,0%,-3.0%,16%,7%
O=C(Nc1cccc(-c2nc3cccnc3s2)c1)c1ccc(Cl)nc1,8%,8%,?,-26%,-5%,5%,0.0%,19%,-6%
CSc1nc(N(C)NC(=O)c2cccc(C)c2)c2ccccc2n1,3%[57.1 µM],-7%,-7%,-2%,-38%,287%[activator],5.8%,-11%[57.1 µM],-6%
Cc1ccc(N(C(=O)c2ccncc2)C2C=CS(=O)(=O)C2)cc1 (stereo not drawn),-3%,-1%,-24%,-1%,2%,-11%,4.6%,1%,-4%
CCOc1cc(C(=O)Nc2ccc(-c3nc4cc(Cl)ccc4o3)cc2)cc(OCC)c1OCC,2%,.,25%,-14%,.,-10%,-1.9%,12%,.
O=C(CSCc1ccc(Cl)cc1)Nc1cccc(C(=O)O)c1,7%[57.1 µM],-2%,-1%,-11%,0%,-6%,3.7%,4%[57.1 µM],2%
NC(=O)COC(=O)[C@H](Cc1c[nH]c2ccccc12)NC(=O)c1ccc(F)cc1,0%,0%,-8%,-2%,5%,-13%,1.1%,4%,7%
CCOC(=O)c1c(-n2cnnn2)sc2c1CCCC2,40%[activator],1%,-8%,-19%,-6%,-20%,4.0%,26%,-2%
COC(=O)CCC(=O)N(C)CC1CCCN(CCc2cccc(C(F)(F)F)c2)C1 (stereo not drawn),-8%,0%,20%,-4%,-6%,3%,0.6%,-12%,0%
CCOC(=O)Cc1csc(NS(=O)(=O)c2cc(Cl)ccc2Cl)n1,5%[57.1 µM],6%,-25%,-26%,1%,3%,1.9%,1%[57.1 µM],-3%
O=C(CCCc1ccccn1)c1ccc(-c2ccccc2)cc1,0%,-1%,2%,-11%,4%,-21%,.,27%,-9%
O=C(NCCc1ccncc1)Nc1ccccc1,8%[57.1 µM],-1%,-5%,-11%,0%,-3%,-2.4%,12%,12%
CNS(=O)(=O)c1cccc(C(=O)OCC(=O)Nc2cc(F)ccc2F)c1,3%,-6%,-16%[56.9 µM],-18%,7%,1%,1.9%,14%,-1%
CN(C)N1C(N)=C(C#N)C(c2ccc(F)cc2)C2=C1CCCC2=O (stereo not drawn),-8%,2%,-22%[56.9 µM],-8%,6%,21%,-1.6%,1%,-2%
CCOC(=O)CSc1nc2ccc(NC(=O)COc3ccccc3C)cc2s1,-1%,-11%,-7%,-29%,-5%,-11%,28%,14%,6%
O=C(O)C(Cc1cn[nH]n1)=NO,10%[57.1 µM],-7%,-8%,-23%,0%,.,-0.1%,6%[2.29 µM],0%
CCC(=O)Nc1ccccc1-c1nc2ccccc2n(C(C)C(=O)Nc2cccc(Cl)c2C)c1=O (stereo not drawn),8%,?,-7%,-6%,-7%,-4%,1.4%,6%,-15%
CCC(Sc1ccc2nnc(-c3cccnc3)n2n1)C(=O)O (stereo not drawn),4%&4%,5%,0%,-8%,0%&-3%,-22%,14µM*,11%&-8%,-2%
CC1(C)CC2(C)OCCN2C(=S)N1 (stereo not drawn),10%[57.1 µM],-1%&-1%,-5%,-22%&1%,0%&0%,-7%&124%,1.8%,2%[57.1 µM],-1%&2%
Cn1c(SCc2cnc(-c3ccccc3)s2)nnc1C1COc2ccccc2O1 (stereo not drawn),-15%,6%,-28%,-3%,6%,-24%,1.4%,-13%,16%
CC(Nc1cc(=O)n(C)c(=O)n1C)c1ccccc1 (stereo not drawn),-6%,0%,-5%,-4%,1%,-13%,2.3%,-6%,6%
CCCCSc1c(C)c2cc3c(cc2[nH]c1=O)OCO3,10%,-1%,-22%,-6%,-1%,-16%,14%,15%,3%
CCc1ccc(-c2ccc(C(=O)Oc3ccc(Br)cc3)cc2)nc1,4%,-7%,8%,2%,-3%,0%,-0.1%,17%,-3%
Nc1c(Cl)cc(-c2csc(NC(CO)c3nc4ccccc4n3CCOCCO)n2)cc1Cl (stereo not drawn),-12%,3%,-29%,?,-13%,-3%,.,-9%,-6%[38.3 µM]
CC(Sc1nncs1)C(=O)Nc1ccc2c(c1)OCO2 (stereo not drawn),-20%[11.4 µM],0%,-8%,-9%,0%,-1%,0.1%,26%[11.4 µM],14%
CCCCCCC(=O)Nc1ccc(Cl)cn1,-4%,-1%,3%,-2%,-2%,-4%,0.8%,9%,0%
COc1ccc([C@H]2C(C#N)=C([S-])N[C@](C)(O)[C@@H]2[n+]2ccccc2)cc1,-4%,-30%,?,-23%,-5%,0%,3.1%,23%,3%
CCCCCOc1ccc(Cn2ccnc2)cc1[N+](=O)[O-],-8%,-9%,23%,-5%,1%,-9%,0.8%,5%,16%
CCOC(=O)Cn1ncc2c(=O)oc3ccccc3c21,-1%[57.1 µM],-1%,16%,-13%,-3%,0%,1.1%,1%[57.1 µM],2%
CC(=O)c1cc2c(cc1NC(=O)c1c(-c3ccccc3)noc1C)OCO2,-1%[57.1 µM],0%,-10%,-16%,-1%,?,27%,11%[57.1 µM],8%
